Source: PubChem BioAssay (Southern Research Specialized Biocontainment Screening Center)
UTI89 phage lysis – inhibition of K1F phage lysis, E. coli UTI89, bacterial capsule biogenesis inhibitors, alamar blue (AID 488966). E. coli UTI89 K1F phage lysis, alamar blue, 2 h; higher % means a stronger effect. inhibition, % at 100 µM, or IC50 in µM where a hit was titrated. 0.02% of 340,000 active;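 active = phage lysis inhibition, versus mean bacterial control, above a set limit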;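 note: capsule biogenesis inhibitors block K1F phage lysis so surviving cells raise fluorescence; higher fluorescence means more inhibition of phage lysis; actives were called in the ten point dose series up to 300 µM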
Active calls of the source: *; [ ] = dose if it differs, or a comment. Some of the compounds tested; the hit share may differ from the screen's.

SMILES	UTI89 phage lysis
O=C(COC(=O)CCCC1=NS(=O)(=O)c2ccccc2N1)Nc1ccc(Br)cc1	-0.3%
Cc1cc(C)nc(NC(=S)NC(=O)c2ccccc2)n1	0.2%
COC(C(=O)N/N=C(\C)c1ccc(C(C)(C)C)cc1)c1ccccc1 (stereo not given)	1.2%
Cc1cc(-c2ccccc2)c2ccc(NC(=O)C(C)(C)C)nc2n1	0.1%
Cc1ccc(S(=O)(=O)Nc2ccc(S(=O)(=O)NCC3CCCO3)cc2)cc1 (stereo not given)	0.9%
CCOc1ccc(NC(=O)COC(=O)CCC(=O)c2cccs2)cc1	0.5%[50 µM]
COc1ccc2cc(CCNC(=O)c3ccc(S(=O)(=O)N4CCOCC4)cc3)c(=O)[nH]c2c1	-0.1%
O=Cc1ccc([B-](F)(F)F)s1	-0.1%
CCOC(=O)C1=CN(Cc2cccc(F)c2)S(=O)(=O)N(CC)C1c1cccc(OC)c1 (stereo not given)	0.2%
CCOc1ccc(N2CC(C(=O)Nc3ccncc3)CC2=O)cc1 (stereo not given)	1.3%
Cc1cc(=O)[nH]c(SCC(=O)NC2CCCCCC2)n1	1.8%
CCc1ccc(OCC(=O)NNC(=O)c2c(CC)noc2C)cc1	1.9%[50 µM]
CN(Cc1c(C(=O)N/N=C/c2cccc(O)c2)nnn1-c1nonc1N)C1CCCCC1	0.2%
Cc1ccccc1N1CC(C(=O)Nc2nnc(SCc3ccccn3)s2)CC1=O (stereo not given)	-0.2%
O=C(CN1C(=O)NC2(CCOc3ccccc32)C1=O)c1ccc(Cl)s1 (stereo not given)	0.2%[50 µM]
CC1CCc2sc(C(=O)NNC(=O)c3ccncc3)cc2C1 (stereo not given)	0.8%[50 µM]
COc1ccc(C(CNC(=O)CNC(=O)c2ccc(F)cc2)N2CCCC2)cc1 (stereo not given)	0.3%[50 µM]
C/C(=N\NC(=O)CNC(=O)c1ccccc1Br)c1ccco1	0.2%
COc1ccc(C)cc1S(=O)(=O)N1CCCC(C(=O)NCc2ccccn2)C1 (stereo not given)	2.6%[50 µM]
O=C(CC(=O)c1ccccc1)Nc1ccc(Cl)cc1	0.1%
Cc1cc(C(=O)N2CCN(c3ccccc3Cl)CC2)c(C)o1	-1.3%
CCOc1ccc(N2C(=O)C3C4C=CC([C@H]5CC45)[C@@H]3C2=O)cc1 (stereo not given in full)	0.1%
COc1ccc(NC(=O)CN2CCN(c3ccc(F)cc3)CC2)cc1	0.1%
CCCCNC(=O)/C(=C/c1ccco1)NC(=O)c1ccco1	0.3%
CCN(C(=O)COC(=O)CSc1ccc(F)cc1)c1c(N)n(Cc2ccccc2)c(=O)[nH]c1=O	0.1%[50 µM]
CC(C)(C)SC(C(=O)N1CCOCC1)c1ccc(Br)cc1 (stereo not given)	0.2%
O=C(COC(=O)c1ccc(F)cc1F)NCc1ccc2c(c1)OCO2	0.2%[50 µM]
C=CCC1NS(=O)(=O)OC2CCCCC12 (stereo not given)	0.1%
N#Cc1cccc(NC(=O)CCNS(=O)(=O)c2ccc3[nH]c(=O)oc3c2)c1	0.2%
O=C1NC(c2ccccc2)Oc2ccccc21 (stereo not given)	-0.2%
O=C(COc1ccc2c3c(c(=O)oc2c1)CCCC3)NCC(O)c1ccccc1 (stereo not given)	0.2%
O=C(NCc1ccccc1)/C(=C/c1ccccc1)NC(=O)c1ccco1	0.2%
CC1C(=O)Nc2ccccc2N1C(=O)c1cccc(C(F)(F)F)c1 (stereo not given)	-0.1%
COc1ccc(C(CNC(=O)CSc2ccccc2F)N2CCOCC2)cc1 (stereo not given)	-0.4%[50 µM]
CCCc1cc(=O)[nH]c(SCC(=O)Nc2ccc(Cl)c(S(=O)(=O)N3CCOCC3)c2)n1	0.6%[50 µM]
CC(=O)N/C(=C\c1ccccc1)C(=O)OC/C=C/c1ccccc1	-0.1%
COc1ccc(NC(=O)c2cccc3c2C(=O)N(CC2CCCO2)C3)cc1OC (stereo not given)	-0.6%
COc1ccc(S(=O)(=O)N2CCN(c3ccccc3OC)CC2)cc1C(=O)N1CCCCC1	0.1%
CC1CN=C(c2ccccc2)O1 (stereo not given)	1.8%
COc1ccc(NC(=O)COC(=O)C23CC4CC(CC(O)(C4)C2)C3)cc1Cl	0.2%[50 µM]
Cc1cc(C)c(C)c(S(=O)(=O)N2CCC(C(=O)N(C)Cc3nc4ccccc4c(=O)[nH]3)CC2)c1C	-0.3%[50 µM]
CCOc1ccc(N(C)S(=O)(=O)c2ccc(-c3ccc(=O)[nH]n3)s2)cc1	0.0%
O=S1(=O)[C@H]2C[C@@H]3C=C[C@@]2(CN1Cc1cccc(Cl)c1)O3	0.1%
COc1ccc(C2=CC(=O)CCC2)cc1	-1.9%
CC1NC(=S)N(Cc2ccccc2)C1=O (stereo not given)	8.4%
COc1cc(C(=O)NCc2nnc(SCC(=O)Nc3c(C)cc(C)cc3C)o2)cc(OC)c1OC	0.2%
CC(=O)Nc1cc2c3ccccc3ccc2c2ccccc12	-7.4%
O=C(O)c1ccc(S(=O)(=O)Nc2ccc3c(c2)OCCO3)cc1	-0.1%
CC(C)C[C@@H](C(=O)NCc1ccco1)N1C(=O)N2CCc3c([nH]c4ccccc34)[C@@]2(C)C1=O	1.0%
NC(=O)C1CCN(C(=O)c2cc3c(s2)CCCC3)CC1	1.0%[50 µM]
COc1cc(OC)c(C=NNC(=S)NC23CC4CC(CC(C4)C2)C3)c(OC)c1	1.5%
COc1ccc(CCNC(=O)CNCC2CCCCC2)cc1OC	0.3%
O=C(Cn1cc(C(F)(F)F)ccc1=O)Nc1ccc2c(c1)OCCO2	0.6%
O=C(CSc1nnc2ccc(-c3ccccn3)nn12)N1CCCC1	-0.1%
CCC1Nc2ncnc(N3CCOCC3)c2N(Cc2ccc(C)cc2)C1=O (stereo not given)	-0.1%
Cc1nc(SCC(=O)Nc2nnc(C(C)C)s2)n[nH]1	1.0%
CCCOc1ccccc1OCC(=O)Nc1cccc(S(=O)(=O)NC2=NCCC2)c1	1.2%[50 µM]
CCCC1(C(=O)OC)NC(c2ccc(OC)cc2OC)C2C(=O)N(c3cccc(C(C)=O)c3)C(=O)C21 (stereo not given)	-0.2%
O=C1CC2(CCN(C(=O)c3ccc(Cl)cc3)CC2)Oc2ccccc21	8.8%
Fc1ccc(NC(=S)N2CCc3ccccc32)cc1	0.1%

(list continues)
SMILES	UTI89 phage lysis
Cn1cc(C(=O)NCC(=O)Nc2ccccc2Br)cn1	0.4%[50 µM]
CCc1ccc(NC(=O)CCS(=O)(=O)c2ccc3c(c2)CCN3C(C)=O)cc1	0.4%
Cc1ccccc1N1CCN(C2CCCN(C(=O)CCN3CCCO3)C2)CC1 (stereo not given)	-0.2%
COc1ccc(NC(=O)CN(C)C(=O)/C=C/c2cn(-c3ccccc3)nc2-c2cccs2)cc1	0.0%[50 µM]
COc1ccc(S(=O)(=O)N2CCN(CC(O)COc3ccc(CC#N)cc3)CC2)cc1OC (stereo not given)	0.0%
COc1cc(C)c(S(=O)(=O)n2c([N+](=O)[O-])cnc2C)cc1C	-0.1%
COc1ccc(-c2ccc(NCCN3CCOCC3)nn2)cc1OC	0.3%
COc1ccc(Cn2c(=O)[nH]c3cc(C(=O)N4CCN(c5ccccc5)CC4)ccc3c2=O)cc1	0.1%
Cn1c(=O)n(Cc2ccccc2Cl)c(=O)c2c1[nH]c(=S)n2C	0.1%
COc1ccc(CCNC(=O)COC(=O)CSc2ccc(C(N)=O)cc2[N+](=O)[O-])cc1OC	0.2%[50 µM]
COC(=O)[C@]1(Cc2ccccc2)N[C@H](CN(C)C(=O)Nc2ccccc2)[C@@H]2C(=O)N(C)C(=O)[C@@H]21	0.2%
CCN(CC(=O)Nc1c(F)cccc1F)C(=O)CCN1C(=O)C2CC=CCC2C1=O (stereo not given)	1.2%[50 µM]
O=C(N[C@@H](Cc1ccccc1)C(=O)NCCc1c[nH]c2ccccc12)c1ccco1	-0.4%
c1ccc(CN2CCOCC2)nc1	1.3%
CCN(c1ccccc1)S(=O)(=O)c1cccc(C(=O)NCc2cccnc2)c1	1.2%[50 µM]
CC(NC(=O)/C(=C\c1ccco1)NC(=O)c1ccco1)C(=O)O (stereo not given)	1.2%
CCOc1ccc(NS(=O)(=O)c2ccc(C(=O)N3CCC3)cc2)cc1	-0.8%[50 µM]
CCOC(=O)c1cc(CC)sc1NC(=O)CN1CCN(C(=O)c2ccco2)CC1	2.4%[50 µM]
COc1cccc(N2CCN(CC(=O)N3CCN(S(=O)(=O)c4ccc(Cl)cc4)CC3)CC2)c1	1.0%[50 µM]
O=C(c1cccc(S(=O)(=O)Nc2ccccc2Cl)c1)N1CCC1	0.7%[50 µM]
CCOC(=O)c1cc(-c2ccccc2C)nn1CC1CC(c2ccc(OC)cc2)=NO1 (stereo not given)	0.5%
Cc1cc(N2C(=O)C(O)=C(C(=O)c3cc4ccccc4o3)C2c2ccc([N+](=O)[O-])cc2)no1 (stereo not given)	0.1%
CSc1ccc(S(=O)(=O)N2CC(=O)Nc3ccccc32)cc1	-0.2%
COc1ccc(F)cc1S(=O)(=O)n1cnc2ccccc21	0.6%

As a working copy, part of the list above.
SMILES	UTI89 phage lysis
COC(=O)[C@]1(Cc2ccccc2)N[C@H](CN(C)C(=O)Nc2ccccc2)[C@@H]2C(=O)N(C)C(=O)[C@@H]21	0.2%
CCN(CC(=O)Nc1c(F)cccc1F)C(=O)CCN1C(=O)C2CC=CCC2C1=O (stereo not given)	1.2%[50 µM]
O=C(N[C@@H](Cc1ccccc1)C(=O)NCCc1c[nH]c2ccccc12)c1ccco1	-0.4%
c1ccc(CN2CCOCC2)nc1	1.3%
CCN(c1ccccc1)S(=O)(=O)c1cccc(C(=O)NCc2cccnc2)c1	1.2%[50 µM]
CC(NC(=O)/C(=C\c1ccco1)NC(=O)c1ccco1)C(=O)O (stereo not given)	1.2%
CCOc1ccc(NS(=O)(=O)c2ccc(C(=O)N3CCC3)cc2)cc1	-0.8%[50 µM]
CCOC(=O)c1cc(CC)sc1NC(=O)CN1CCN(C(=O)c2ccco2)CC1	2.4%[50 µM]
COc1cccc(N2CCN(CC(=O)N3CCN(S(=O)(=O)c4ccc(Cl)cc4)CC3)CC2)c1	1.0%[50 µM]
O=C(c1cccc(S(=O)(=O)Nc2ccccc2Cl)c1)N1CCC1	0.7%[50 µM]
CCOC(=O)c1cc(-c2ccccc2C)nn1CC1CC(c2ccc(OC)cc2)=NO1 (stereo not given)	0.5%
Cc1cc(N2C(=O)C(O)=C(C(=O)c3cc4ccccc4o3)C2c2ccc([N+](=O)[O-])cc2)no1 (stereo not given)	0.1%
CSc1ccc(S(=O)(=O)N2CC(=O)Nc3ccccc32)cc1	-0.2%
COc1ccc(F)cc1S(=O)(=O)n1cnc2ccccc21	0.6%

New compounds follow
SMILES	UTI89 phage lysis
O=C(COCc1cc(-c2ccc3c(c2)OCO3)on1)N1CCN(c2cccc(Cl)c2)CC1	0.1%
CCOC(=O)C1C(C(=O)OC)=C(c2ccc(F)cc2)c2ccccc2N1S(=O)(=O)C(F)(F)F (stereo not given)	-0.1%
Cc1cccc(NC(=O)CSc2ncnc3sc(C)c(C)c23)n1	-0.3%
C/C(=N\NC(=O)C1CCCC1)c1ccc(Cl)c(Cl)c1	2.0%[50 µM]
COc1ccc(-c2cccc(NS(=O)(=O)c3cc([N+](=O)[O-])ccc3C)c2)nn1	0.1%[50 µM]
Cc1ccc(NC(=O)CSc2nnc(-c3ccoc3C)n2CCCN(C)C)cc1Cl	-0.1%
CCC(=O)c1cn(CCOc2ccccc2OC)c2ccccc12	0.7%
CC(=O)Nc1ccc(S(=O)(=O)Nc2ccccc2C(=O)NCc2cccnc2)cc1	0.3%
COc1ccc(-c2cc(C(=O)Nc3ccc(OC)c(OC)c3)no2)cc1	0.2%
COc1ccc(/C=N\NC(=O)c2ccc([N+](=O)[O-])c(C)c2)cc1COc1ccccc1C(N)=O	0.1%
CC(=O)N1CCc2cc(S(=O)(=O)NC(CC(C)C)C(=O)N3CCCC3)ccc21 (stereo not given)	0.3%
Cc1ccc(Cl)cc1NC(=O)CSc1nncn1-c1ccccn1	-0.2%
Cc1cc(NC(=O)CCC(=O)N(CC(=O)NC2CCCC2)c2ccc(Cl)c(Cl)c2)no1	0.1%
O=C1CSC(c2ccccc2O)N1Cc1ccccc1 (stereo not given)	-0.1%
COC(=O)c1[nH]c2c(c1C(=O)OC)CCc1ccccc1-2	0.2%
CC(C)Cn1c(N)c(C(=O)COC(=O)c2ccc(Br)cc2)c(=O)n(C)c1=O	0.3%[50 µM]
CCN1C(=O)[C@H]2[C@@H](c3ccc(-c4ccccc4)c(OC)c3)N[C@@](CC(C)C)(C(=O)OC)[C@H]2C1=O	-0.8%
O=C(CSc1nnc(NC(=O)c2ccco2)s1)Nc1cccc(F)c1	0.1%
O=C(Nc1cc(-c2ccccc2)cs1)c1ccco1	1.1%[50 µM]
COc1cccc(-c2nc(CS(=O)(=O)CC(=O)NCC(C)c3ccccc3)c(C)o2)c1 (stereo not given)	-0.5%
O=C(CCl)N1N=C(c2ccco2)CC1c1ccco1 (stereo not given)	-0.3%
CSc1ncnc2[nH]ncc12	-1.8%
Cc1noc(/C=C/N(C)C)c1S(=O)(=O)N(C)Cc1ccc(F)cc1	-0.3%
CCCCCn1c(=N)c(S(=O)(=O)c2ccc(Br)cc2)cc2c(=O)n3cccc(C)c3nc21	0.2%
CCOC(=O)C1CCN(C(=O)c2ccc(C)o2)CC1	-1.6%
COC(=O)c1ccsc1NC(=O)CCS(=O)(=O)c1ccccc1	0.9%[50 µM]
Cc1ccc(SC2CCN(C(=O)C3CCC(=O)N(C4CC4)C3)CC2)cc1 (stereo not given)	4.1%
O=C1/C(=C/c2ccccc2)SC(=S)N1CCCC(=O)N1CCCCC1CCO (stereo not given)	0.3%
O=[N+]([O-])c1ccc2nonc2c1Nc1ccccc1	1.3%

Exported with each value named: part of the list above
O=C1/C(=C/c2ccccc2)SC(=S)N1CCCC(=O)N1CCCCC1CCO (stereo not given)
  UTI89 phage lysis: 0.3%

CCOC(=O)C1CCN(C(=O)c2ccc(C)o2)CC1
  UTI89 phage lysis: -1.6%
